EPAC1 ag – activates human EPAC1 exchange factor; O95398; EPAC1 agonist qHTS, biochemical assay; response scale: 100% = response to 6.5 mM cAMP; Potency, µM (series often up to 154 µM), without a hit: at the top dose activation, hits mostly activators; 360,000 compounds, 0.073% hits; AID 720707; also: potency is read from the fitted curve at half-maximal effect; nearly all actives have a fitted effect of over 60% in size
Target sequence (O95398 whole entry, looked up): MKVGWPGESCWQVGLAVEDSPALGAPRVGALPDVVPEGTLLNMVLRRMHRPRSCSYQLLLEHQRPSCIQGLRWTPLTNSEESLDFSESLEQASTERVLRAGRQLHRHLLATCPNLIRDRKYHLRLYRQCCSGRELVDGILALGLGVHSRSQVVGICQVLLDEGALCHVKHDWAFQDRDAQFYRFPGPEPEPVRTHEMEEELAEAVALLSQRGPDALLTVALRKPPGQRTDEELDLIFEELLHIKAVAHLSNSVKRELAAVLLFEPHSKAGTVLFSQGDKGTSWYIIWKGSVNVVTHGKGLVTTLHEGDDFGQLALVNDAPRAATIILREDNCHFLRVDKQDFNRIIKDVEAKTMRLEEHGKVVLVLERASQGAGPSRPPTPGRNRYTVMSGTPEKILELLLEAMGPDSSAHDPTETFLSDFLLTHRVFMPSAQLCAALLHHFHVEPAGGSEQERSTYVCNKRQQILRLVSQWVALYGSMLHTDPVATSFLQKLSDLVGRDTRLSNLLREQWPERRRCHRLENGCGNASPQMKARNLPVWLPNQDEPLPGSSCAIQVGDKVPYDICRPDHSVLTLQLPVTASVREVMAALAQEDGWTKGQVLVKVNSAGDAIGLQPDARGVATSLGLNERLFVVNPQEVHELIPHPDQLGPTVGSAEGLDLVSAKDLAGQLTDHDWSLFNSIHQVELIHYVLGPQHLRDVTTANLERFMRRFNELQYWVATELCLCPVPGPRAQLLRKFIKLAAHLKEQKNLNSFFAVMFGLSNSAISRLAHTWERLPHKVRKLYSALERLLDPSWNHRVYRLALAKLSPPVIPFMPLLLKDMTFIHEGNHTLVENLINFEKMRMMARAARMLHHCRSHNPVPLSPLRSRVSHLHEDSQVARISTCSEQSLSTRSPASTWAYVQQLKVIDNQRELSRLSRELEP
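Read-out is the fluorescence drop as BODIPY-GDP leaves Rap1B (480 nm excitation, 540 nm emission), recorded every 5 minutes over 30 minutes. Reactions held 100 nM EPAC1, 250 nM Rap1B–BODIPY-GDP and 50 uM GDP, with 6.5 mM cAMP setting full activation.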
WRN helicase inh – WRN helicase (human) inhibition; Q14191; WRN helicase unwinding, fluorescent forked duplex, kinetic; Potency, µM (top dose mostly 114 µM), inactives show at the highest dose activity change, negative = inhibition, hits mostly inhibitors; 360,000 compounds, 0.46% hits; AID 651768; also: potency is read from the fitted curve at half-maximal effect; % is scaled to controls: 0 for no effect and ±100 for the full control effect; nearly all actives have a fitted effect of over 55% in size
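Kinetic red-fluorescence monitoring (525/598 nm) tracks WRN helicase activity after 100 nM fluorophore-quencher forked duplex and 2 mM ATP are added to 20 nM enzyme pretreated 15 min at room temperature with compound.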
PI5P4Ka inh – blocks human PI5P4K alpha kinase activity; P48426; PI5P4Kalpha enzyme, ADP-Glo luminescence, 60 min; hits give low values; max response, %; 330,000 compounds, 1.2% hits; active = max response of -50% or lower; inconclusive = between -30% and -50%; inactive = -30% or higher; also: value at the top dose of about 77 µM; % is scaled to controls: 0 for no effect and ±100 for the full control effect
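Human PI5P4Kalpha with substrate in 0.038 M HEPES pH 7.4, 0.28 mM EGTA, 0.1% CHAPS, 5% DMSO; reaction started with 5 microM ATP (final), 60 min at room temperature. ADP formed read by ADP-Glo luminescence.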
PLK1 PBD block – inhibitors of human PLK1 polo-box domain binding; 360,000 compounds, 2.8% hits; Plk1 PBD binding of FITC phosphopeptide, fluorescence polarization; Potency, µM, for inactives: max response, negative = inhibition, usual class: inhibitors; P53350; also: potency is read from the fitted curve at half-maximal effect; series mostly up to about 57 µM; % is scaled to controls: 0 for no effect and ±100 for the full control effect; nearly all actives have a fitted effect of over 65% in size
EPAC2 agonist – agonists of human EPAC2 (RAPGEF4) | EPAC2 activation, biochemical qHTS; response scale: 100% = 6.5 mM cAMP response | 360,000 compounds, 0.079% hits | Q8WZA2 | Potency, µM (highest dose often 154 µM), inactives show at the highest dose activation, usual class: activators; also: potency is read from the fitted curve at half-maximal effect; nearly all actives have a fitted effect of over 50% in size
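Each well held 100 nM EPAC2, 250 nM RAP1B-BODIPY-GDP and 50 uM GDP. Fluorescence, read at 5-min intervals to 30 min, was referenced to a 6.5 mM cAMP positive control.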
EPAC1 antag – blocks human EPAC1 exchange factor | 360,000 compounds, 0.14% hits | EPAC1 GEF assay, Rap1b-BODIPY-GDP exchange fluorescence | AID 720709 | O95398 | Potency, µM (series often up to 115 µM), inactives show at the top dose activity change, negative = inhibition, actives largely listed as inhibitors;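 also: potency is read from the fitted curve at half-maximal effect; plate controls were vehicle for no effect and positive control for full effect; nearly all actives have a fitted effect of over 50% in size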
IL2 activator – activates IL-2 in a cell-based reporter assay. IL-2 activation reporter assay, cell-based qHTS; stimulated with anti-CD3/CD4/CD28 beads; in transgenic mouse T cells. activation, % (series mostly up to about 46 µM). 360,000 compounds, 0.065% hits; in the data active = activation above about 50%; inconclusive = mostly about 30% to 49%; also: 0% is about no effect
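First, unstimulated transgenic mouse T cells were exposed to compound for 60 min. Next, anti-CD3/anti-CD4-coated beads with anti-CD28 were added. Finally, after 18 h at 37 degrees C, EGFP and DsRed were imaged.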
CCT chaperon mod – changes cytosolic chaperonin activity; purified chaperonin ATPase assay, HTRF ADP detection, 30 min; activity change, % (no concentration beside the values), hits read low; 360,000 compounds, 0.3% hits; AID 651819; in the data active = activity change below about -30%; also: % is scaled to controls: 0 for no effect and ±100 for the full control effect
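We incubate TRiC, 40 or 20 nM final, with library compounds at 76 uM and 10 uM ATP for 30 min at 37 °C. ADP formed is detected with Transcreener HTRF reagents after 30 min at room temperature.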
* hit, by the source's call; ? = inconclusive; . = not tested or not shown; [ ] = remark or other dose. Unless noted, calls follow the shape of the dose curve; as a rule, active = well fitted curve in the direction sought with a large enough effect; inconclusive = small, poorly fitted or top-dose-only effect, or another doubt; inactive = no such curve, though single readings can be large; an effect the other way counts as inactive or inconclusive.

Every second line gives: EPAC1 ag	WRN helicase inh	PI5P4Ka inh	PLK1 PBD block	EPAC2 agonist	EPAC1 antag	IL2 activator	CCT chaperon mod
1) CCCN(CCC)CCSc1nc(O)c(C(C)C)c(=O)[nH]1
→ -9%	7%	.	-2%	-4%	0%	1.2	-2.9
2) Cc1ccc(NC(=O)c2ccc(NS(=O)(=O)/C=C/c3ccccc3)cc2)nc1
→ 13%	-17%	-3	-4%	?	-2%	-5.3	-0.9
3) O=C(NC(=S)Nc1ccccc1N1CCOCC1)c1ccc([N+](=O)[O-])cc1
→ 2%	-16%	-1	3%	10%	14%	0.2	0.2
4) Cc1ccccc1CNC(=O)Nc1ccc(Cl)cc1
→ 6%	-8%	1	0%	5%	-11%	-0.5	0.8
5) CS(=O)(=O)Nc1cccc(C2=NN(S(C)(=O)=O)C(c3ccccc3)C2)c1 (stereo unspecified)
→ 3%	-5%	-4	10%	4%	3%	-3.4	2.3
6) CC(=O)c1ccc(OCC(O)CN2CCN(CC(O)COc3ccc(C(C)=O)cc3)CC2)cc1 (stereo unspecified)
→ 2%	0%	-7	-8%	2%	1%	0.4	0.9
7) CC(C)(C)n1nc2c(c1NC(=O)Cc1ccc(F)cc1)CSC2
→ 11%	-5%	-8	-12%	-7%	?	1.5	0.5
8) O=C(Cc1ccccc1)NCC(=O)Nc1cccc(Br)c1
→ 5%	-4%	1	-12%	2%	-15%	1.9	-3.6
9) O=C(NC(Cc1ccccc1)C(=O)O)C1CCN(S(=O)(=O)c2cccc(C(F)(F)F)c2)CC1 (stereo unspecified)
→ -4%	9%	-4	4%	-5%	1%	2.1	-3.3
10) COc1ccc(CN2C(=O)c3cccnc3C2=O)cc1S(=O)(=O)N(C)Cc1ccco1
→ 13%	-1%	-7	-4%	3%	-25%	1.2	1.8
11) Cc1cc2cc(CN(Cc3ccco3)C(=S)NCC3CCCO3)c(=O)[nH]c2cc1C (stereo unspecified)
→ 1%	-15%	-6	-5%	1%	-13%	-1.4	1.8
12) O=c1cc(O)c2sc(Nc3cccc(C(F)(F)F)c3)nc2[nH]1
→ 4%	?	-84*	-20%	-4%	-2%	-0.7	-2.4
13) COc1ccc(C2CC(c3ccccc3)=NN2C(=O)c2ccc(F)cc2)cc1 (stereo unspecified)
→ 13%	-12%	0	-6%	12%	-8%	-4.2	-8.7
14) Cc1cc(C)c(S(=O)(=O)NCC(CCC(=O)O)C(F)(F)F)c(C)c1 (stereo unspecified)
→ 7%	0%	4	-13%	1%	2%	0.4	-1.5
15) O=C1Nc2ccc(Br)cc2C1=C1CCCCC1
→ 0%	-22%	0	-26%	6%	-2%	2.0	0.7

Carrying on.
Every second line gives: EPAC1 ag	WRN helicase inh	PI5P4Ka inh	PLK1 PBD block	EPAC2 agonist	EPAC1 antag	IL2 activator	CCT chaperon mod
16) O=CNc1ccc2c(c1)Cc1cccc(NC=O)c1-2
→ -9%	-3%	-9	-1%	8%	3%	0.1	-2.5
17) Cc1ccc(-c2csc(N)n2)s1
→ -2%	2%	.	-23%	4%	0%	-2.0	-1.6
18) COc1ccccc1CNC(=O)CC(NS(=O)(=O)c1ccc(C)cc1)c1ccco1 (stereo unspecified)
→ -3%	-4%	-22	27µM*	1%	4%	0.5	0.0
19) COc1ccc2nc3ccccc3nc2c1NC(=O)c1ccc(Cl)cc1
→ 6%	-1%	-3	-17%	-11%	18%	-2.4	0.4
20) CCOc1ccc(NC(=O)c2sc3nc(N4CCOCC4)c4c(c3c2N)CCCC4)cc1
→ 4%	-3%[57.1 µM]	-8	30µM*	2%	-17%	-0.6	-3.8
21) Cc1nnc(-c2cccc(C(F)(F)F)c2)nc1N1CCOCC1
→ -14%	1%	11	-3%	2%	2%	0.9	-2.0
22) O=C(CCNC(=O)N1CC(=O)Nc2ccccc21)NCc1cccc(C(F)(F)F)c1
→ -3%	7%	4	4%	0%	6%	-1.3	0.7
23) CCCNC(=O)c1ccc2c(c1)CCN2S(C)(=O)=O
→ 16%	6%	-8	-10%	11%	2%	0.4	-2.1
24) CC(=O)N(C)c1nnc(-c2cnccn2)s1
→ -8%	6%	1	-6%	-21%	-13%	-0.4	0.3
25) COc1ccc(C2/C=C\CN(C(=O)OCc3ccccc3)CC(=O)N2Cc2ccc(F)cc2)cc1 (stereo unspecified)
→ -6%	-8%	7	11%	10%	-13%	-0.3	-0.3
26) O=C(NCCCCCCCCNC(=O)c1cccc2ccccc12)c1cccc2ccccc12
→ 2%	?	5	-7%	0%	5%	-4.6	-1.7
27) CCCCNC(=O)C(NC(=O)c1ccc2ccccc2c1)C(=O)c1ccccc1 (stereo unspecified)
→ 1%	3%	-2	-3%	-1%	-7%	-0.9	.
28) CC(C)c1ccc(NC(=O)Cc2c(C(=O)O)n(C)c3ccccc23)cc1
→ -84%[inhibitor]	-15%	10	-7%	-1%	-22%	1.7	-0.5
29) S=C(NCCc1ccccc1)N1CCC2CC1c1cc(-c3ccc4c(c3)OCO4)ccc12 (stereo unspecified)
→ 1%	0%	2	1%	6%	9%	-0.6	0.2
30) Cc1cccc(NC(=O)CSc2nc(=O)n(CCCN3CCOCC3)c3c2CCCC3)c1
→ 2%	0%	-3	-2%	2%	4%	-1.6	0.1

More results.
Every second line gives: EPAC1 ag	WRN helicase inh	PI5P4Ka inh	PLK1 PBD block	EPAC2 agonist	EPAC1 antag	IL2 activator	CCT chaperon mod
31) COC(=O)c1ccn(CSc2cc(Cl)ccc2Cl)n1
→ 12%	8%	0	24µM*	10%	-26%	-0.7	-3.0
32) Cc1cc(S(=O)(=O)Nc2ccc(C(=O)NCc3cccnc3)cc2)ccc1F
→ 5%	0%	-8	-9%	8%	11%	-1.1	-2.6
33) O=C(N/N=C/c1c[nH]c2ccc(Br)cc12)c1ccn(Cc2ccc(Cl)cc2Cl)n1
→ 18%	-14%	1	-1%	9%	-14%	-0.3	-11
34) COc1ccc(S(=O)(=O)N2CCOC2CNC(=O)C(=O)NCC(C)C)cc1 (stereo unspecified)
→ -6%	-18%	-4	2%	-8%	15%	-2.4	1.8
35) CC(C)CC1C(=O)N(Cc2cn(CCC3OCCCO3)nn2)CCS(=O)(=O)N1Cc1ccc(-c2ccccc2)cc1 (stereo unspecified)
→ -11%	-4%	0	-4%	11%	4%	-1.2	0.8
36) O=C(C(Sc1ccccc1)c1ccccc1)N1CCN(c2ccccc2)CC1 (stereo unspecified)
→ 16%	-9%[57.1 µM]	5	-5%	5%	11%	-1.1	1.2
37) O=C(CSc1ccc2nnc(-c3ccccn3)n2n1)NCc1ccc2c(c1)OCO2
→ -8%	-1%	-4	0%	3%	?	-0.4	0.1
38) Cc1ccccc1NC(NC(=O)c1cccs1)C(Cl)(Cl)Cl (stereo unspecified)
→ ?	-8%	6	-2%	-5%	-12%	-0.5	-0.2
39) CCN(Cc1cc2ccccc2[nH]c1=O)C(=O)c1cccc([N+](=O)[O-])c1
→ 10%	-9%	4	-15%	12%	-23%	-2.5	-0.3
40) O=C(NCc1ccccc1Cl)C1CCC(=O)N1Cc1ccc(F)cc1 (stereo unspecified)
→ 1%	-1%	9	-7%	5%	-7%	-0.4	-6.0
41) O=C(NCc1ccccc1)N1CCN(CCO)CC1
→ -3%	0%	-2	-8%	-1%	-28%	-1.8	0.3
42) CCOC(=O)CSc1nnc(CNC(=O)c2ccc(S(=O)(=O)N3CCCC3)cc2)n1C
→ 14%	-3%	-1	-5%	12%	-9%	-0.4	-1.8
43) COc1ccc(S(=O)(=O)N2CC(C)N(C(=O)N(C)C)C2C(C)C)cc1 (stereo unspecified)
→ 5%	-2%	6	-12%	12%	-14%	-1.3	-1.6
44) O=C(CSc1nc2ccccc2n1Cc1ccccc1)N/N=C/c1ccco1
→ 21%	-11%	.	-2%	17%	-14%	0.3	-1.0
45) CC(=O)Nc1ccc2c(c1)C(=O)c1cccc(C(=O)O)c1-2
→ -9%	-8%	5	6%	-6%	-11%	-2.4	-4.6

Fetched one by one from above:
Every second line gives: EPAC1 ag	WRN helicase inh	PI5P4Ka inh	PLK1 PBD block	EPAC2 agonist	EPAC1 antag	IL2 activator	CCT chaperon mod
37) O=C(CSc1ccc2nnc(-c3ccccn3)n2n1)NCc1ccc2c(c1)OCO2
→ -8%	-1%	-4	0%	3%	?	-0.4	0.1
2) Cc1ccc(NC(=O)c2ccc(NS(=O)(=O)/C=C/c3ccccc3)cc2)nc1
→ 13%	-17%	-3	-4%	?	-2%	-5.3	-0.9

Going on with the list:
Every second line gives: EPAC1 ag	WRN helicase inh	PI5P4Ka inh	PLK1 PBD block	EPAC2 agonist	EPAC1 antag	IL2 activator	CCT chaperon mod
46) Cc1ccc(CC(=O)Nc2ccc(S(=O)(=O)N3CCOCC3)cc2)cc1C
→ 13%	-1%	0	-20%	8%	-23%	-0.2	0.5
47) CCOC(=O)Cn1c(CCC(=O)O)ccc1-c1ccc(F)cc1
→ 10%	1%	1	?	10%	10%	1.4	-2.0
48) COc1cc(Cl)ccc1OC1(C)CCN(Cc2ccc(SC)cc2)C1 (stereo unspecified)
→ 2%	-3%	7	-8%	15%	-13%	-0.1	-2.2
49) CCOc1ccc(C(C(=O)NCC2CCCO2)N(CCc2cccc(C)c2)C(=O)c2snc(C(N)=O)c2N)cc1 (stereo unspecified)
→ -7%	-7%	0	-8%	11%	-16%	-2.6	-2.2
50) COc1cccc2cc(C(=O)N3CCc4ccccc43)c(=O)oc12
→ 2%	5%	0	-11%	8%	3%	-3.0	-2.1
51) COc1ccccc1C1NC(=O)NC(C)=C1C(=O)OC1CCC(C)CC1 (stereo unspecified)
→ -13%	0%	-14	-9%	-1%	-25%	2.7	-0.6
52) Cc1cccc(CN2CCN(C3CCCC3)C(CCO)C2)n1 (stereo unspecified)
→ -5%	-14%	-2	-4%	5%	-12%	-2.9	-1.2
53) O=C(CCCc1ccccc1)NCc1ccc(Cl)cc1
→ 6%	-17%	8	-18%	4%	-11%	-3.5	-1.4
54) COc1ccc(CCNC(=O)c2cn3ccc(C)cc3n2)cc1OC
→ -3%	0%	-5	5%	-1%	-20%	-0.3	-3.7
55) CC(C)(C)OC(=O)N1CCCC(C(=O)Nc2cccc(C(=O)NCCc3ccccc3)c2)C1 (stereo unspecified)
→ -5%	-8%	-1	-11%	4%	-15%	-0.3	2.3
56) O=C(NCc1cccnc1)Nc1ccc2c(c1)OCO2
→ -6%	10%	-7	-4%	6%	1%	-0.4	-3.8

This is a subset. The share of hits here may be higher or lower than overall.
